# PAFAH1B2 inh – PAFAH1B2 enzyme inhibitors, primary screen, biochemical, fluorescence polarization, human; inhibition, % at 3.39 µM; recombinant PAFAH1B2, FP-rhodamine activity probe; 1.2% of 340,000 active; AID 492953, 2010;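 active = inhibition above the mean of all tested compounds plus 3 SD, cut at about 24% in these data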;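 note: 0% = enzyme with DMSO and 100% = wells lacking PAFAH1B2; many of its hits are not listed in these tables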
# PME-1 primary – PME-1 inhibitors via competitive probe labeling, primary screen, biochemical, fluorescence polarization, FP-Rh probe, HTS; recombinant PME-1; 0.53% of 320,000 active; inhibition, % at 5.9 µM;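 active = inhibition above the campaign mean of all compounds plus 3 SD, cut at about 26% in these data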;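 note: competitive labeling of PME-1 active site by serine hydrolase directed probe; 0% = PME-1 with DMSO and 100% = wells lacking PME-1 enzyme; inhibitors block probe labeling so polarization falls and inhibition rises; many of its hits are not listed in these tables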
# BCLXL inh – inhibitors of human Bcl-xL, primary screen, biochemical, fluorescence polarization, HTS; GST-Bcl-xL / FITC-Bim BH3 peptide fluorescence polarization; inhibition, % at 10.9 µM; 0.7% of 320,000 active; AID 2129, 2009;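 active = inhibition above the mean of all tested compounds plus 3 SD, cutoff set per campaign, cut at about 30% in these data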;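 note: 0% = DMSO wells and 100% = unlabeled Bim-BH3 peptide competitor; inhibitors lower millipolarization by displacing the labeled peptide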
# Target sequence (Q07817 whole entry, looked up): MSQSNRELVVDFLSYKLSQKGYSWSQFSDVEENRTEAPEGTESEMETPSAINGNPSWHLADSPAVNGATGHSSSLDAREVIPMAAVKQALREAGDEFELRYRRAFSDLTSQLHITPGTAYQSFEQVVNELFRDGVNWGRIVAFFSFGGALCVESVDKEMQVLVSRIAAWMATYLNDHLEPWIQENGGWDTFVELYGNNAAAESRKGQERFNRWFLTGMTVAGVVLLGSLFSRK
# MCL1 BIM primary – inhibitors of MCL1 binding to BIM-BH3, primary screen, biochemical, fluorescence polarization; inhibition, % at 10.9 µM; Induced myeloid leukemia cell differentiation protein Mcl-1 (Homo sapiens), Q07820; GST-MCL1 / FITC-Bim-BH3 fluorescence polarization; 0.68% of 320,000 active;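 active = inhibition above the mean inhibition of all tested compounds plus 3 SD, set per campaign, cut at about 40% in these data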;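 note: 0% = DMSO wells and 100% = unlabeled Bim-BH3 peptide control; higher means more loss of mP so more displacement of Bim peptide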
# Target sequence (Q07820 whole entry, looked up): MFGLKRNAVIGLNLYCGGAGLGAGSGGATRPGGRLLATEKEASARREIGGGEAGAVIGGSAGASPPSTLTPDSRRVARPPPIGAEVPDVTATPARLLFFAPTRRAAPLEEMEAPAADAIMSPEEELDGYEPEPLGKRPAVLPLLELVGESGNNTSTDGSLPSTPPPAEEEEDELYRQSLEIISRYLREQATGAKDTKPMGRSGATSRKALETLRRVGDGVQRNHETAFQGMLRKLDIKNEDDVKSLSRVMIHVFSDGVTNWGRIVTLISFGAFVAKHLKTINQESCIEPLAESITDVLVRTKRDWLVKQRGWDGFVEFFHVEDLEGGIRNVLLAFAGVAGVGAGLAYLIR
# Fam108B inh – mouse Fam108B serine hydrolase inhibitors, primary screen, counter-screen for RBBP9 inhibitor project, biochemical, fluorescence polarization; recombinant Fam108B, FP-Rh probe fluorescence polarization; inhibition, % at 9.51 µM; 0.33% of 300,000 active;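 active = inhibition above the screen mean inhibition plus 3 SD, computed separately per campaign, cut at about 18% in these data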;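 note: inhibitors lower polarization as less probe binds the enzyme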
# AHR activator – AHR activators, primary screen, cell-based, luminescence, luciferase reporter, human; AHR-responsive luciferase reporter cells; activation, % at 5 µM; 2.5% of 320,000 active; in the data active = activation above about 47%;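 note: 0% = vehicle wells and 100% = reference agonist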
# pPAFAH FP inh – pPAFAH enzyme inhibitors, primary screen, biochemical, fluorescence polarization, human. inhibition, % at 3.39 µM. 1.5% of 330,000 active. recombinant pPAFAH, FP-rhodamine probe fluorescence polarization. AID 463082, 2010. Platelet-activating factor acetylhydrolase (Homo sapiens), Q13093;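 active = inhibition above the mean inhibition across the screen plus 3 SD, cut at about 25% in these data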;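 note: inhibitors block binding of the rhodamine activity-based probe so polarization drops; 0% = enzyme with DMSO and 100% = wells lacking pPAFAH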
# GLD-1 RNA inh – GLD-1/TGE RNA complex disruptors, primary screen, biochemical, fluorescence polarization | inhibition, % at 5.96 µM | 0.44% of 320,000 active | Female germline-specific tumor suppressor gld-1 (Caenorhabditis elegans), Q17339 | purified GLD-1 + fluorescein TGE RNA | AID 2280, 2010;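 active = percent inhibition above a per-plate cutoff, the plate mean of test compounds plus 3 SD, cut at about 30% in these data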;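 note: 0% = DMSO wells with GLD-1 and probe and 100% = wells lacking GLD-1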
# Target sequence (Q17339 whole entry, looked up): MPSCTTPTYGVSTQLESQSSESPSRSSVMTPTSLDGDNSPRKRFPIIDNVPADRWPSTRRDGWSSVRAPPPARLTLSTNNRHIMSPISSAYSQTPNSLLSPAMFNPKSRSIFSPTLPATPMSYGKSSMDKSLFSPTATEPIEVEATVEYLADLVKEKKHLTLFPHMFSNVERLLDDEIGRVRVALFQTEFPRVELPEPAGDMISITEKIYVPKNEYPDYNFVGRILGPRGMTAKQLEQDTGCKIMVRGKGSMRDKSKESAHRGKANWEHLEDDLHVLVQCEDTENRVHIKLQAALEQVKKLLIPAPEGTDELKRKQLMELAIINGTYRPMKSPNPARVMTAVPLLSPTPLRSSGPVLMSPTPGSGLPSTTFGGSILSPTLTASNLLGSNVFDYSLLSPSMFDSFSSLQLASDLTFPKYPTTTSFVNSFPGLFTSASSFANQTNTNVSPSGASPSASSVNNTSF
# MEX-5 binding – MEX-5 zinc finger RNA-binding disruptors – biochemical, C. elegans, fluorescence polarization, MLPCN library, primary screen; Zinc finger protein mex-5 (Caenorhabditis elegans), Q9XUB2; MEX-5/FITC-TCR2 RNA binding; stronger effect = lower value; activity score (negative = inhibition of binding), % at 10 µM; 0.38% of 300,000 active; AID 1832, 2009;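 active = inhibition past about -25% in most replicates, and total fluorescence under double the plate's negative control median, limit read from the data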;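 note: 0% = DMSO and -100% = 5 µM competing unlabeled TCR2 RNA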
# * = called active by the depositor; / = not tested or not shown. The list is partial (hit frequency here may not be typical).
# Values in the order: GLD-1 RNA inh	AHR activator	MCL1 BIM primary	MEX-5 binding	BCLXL inh	pPAFAH FP inh	PAFAH1B2 inh	Fam108B inh	PME-1 primary
CCc1ccc(OCC(=O)Nc2ccc3[nH]ncc3c2)cc1
  3	3	-7	2.0	3	4	3	-2	-180
Cc1ccc(NC(=S)N(Cc2cccs2)Cc2cc3cc(C)ccc3[nH]c2=O)cc1
  -1	17	13	0.2	6	2	-3	-18	11
COc1ccc(CN2CCNC(=O)C2CC(=O)NCc2cn[nH]c2-c2ccccc2)c(F)c1 (configuration not stated)
  4	2	5	2.3	7	2	-1	-2	6
O=C(NCc1ccccc1)C(=O)NCC1OCCN1S(=O)(=O)c1ccc([N+](=O)[O-])cc1 (configuration not stated)
  0	-3	8	0.4	-3	6	5	1	1
O=C(Cc1ccccc1)n1nc(-c2ccccc2)nc1NCc1ccco1
  2	3	0	0.2	1	-2	-1	-2	0
O=C(c1cccc(F)c1)N1CCN(C(=O)c2nn3cccnc3c2Cl)CC1
  2	-1	0	1.1	1	4	2	1	2
NC1=NC[C@H](Cc2ccc(O)cc2)N1CCc1cccc(F)c1
  6	-1	5	-2.0	4	2	5	-1	-2
CCS(=O)(=O)NCC(c1ccco1)N1CCN(c2ccc(F)cc2)CC1 (configuration not stated)
  5	4	5	0.8	4	3	5	-5	4
COc1ccccc1Cn1c(CO)nc2ccccc21
  6	-1	0	1.9	0	6	4	-1	-1
CN(C)C=Nc1ccccc1C1C=NNC1=O (configuration not stated)
  0	18	-6	-4.0	-2	8	/	1	28*
O=C(CSc1ncccn1)N1CCN(C(c2ccccc2)c2ccccc2)CC1
  4	13	-13	0.8	-6	-1	5	-4	4
COCCN(C(=O)Nc1ccc(F)cc1F)c1nc2ccccc2s1
  8	13	4	-0.5	-2	-2	4	2	-10
COc1cccc(-c2cc(C(=O)NCC3CCCO3)c3cc(C)cc(C)c3n2)c1 (configuration not stated)
  2	17	-4	1.8	0	6	-2	-2	5
CCn1c(-c2cccnc2Cl)nc2cc(C)c(C)cc21
  1	12	3	0.2	3	-3	-2	4	-4
Cc1ccc(S(=O)(=O)N2CCC(C(=O)N3CCCC3C(=O)N[C@@H](CC(C)C)C(=O)NCC(N)=O)CC2)cc1 (some centres not stated)
  3	1	-3	0.4	-2	3	11	-1	-2
Cc1ccc(C(C[N+](=O)[O-])n2nc(C)cc2C)cc1 (configuration not stated)
  3	4	3	1.6	4	-1	10	-5	-5
CC(C)(C)NC(=O)COc1coc(CN2CCN(C(=O)c3ccco3)CC2)cc1=O
  2	-3	3	0.4	6	3	2	0	4
Cc1ccc(S(=O)(=O)N2CCOC2CNC(=O)C(=O)NCCc2ccc(S(N)(=O)=O)cc2)cc1 (configuration not stated)
  -5	1	-1	/	2	3	1	-2	3
Cc1c(C(=O)Nc2ccc(-c3nnc4n3CCCCC4)cc2)oc2c1ccc1ccccc12
  -1	-11	-5	-0.6	4	-15	-5	-22	-32
CC(C)c1ccc(N(C(=O)c2ccco2)C(C(=O)NC2CCCC2)c2cccnc2)cc1 (configuration not stated)
  -5	5	-3	-0.1	1	-4	9	-5	1
Cc1nnc(Cl)c2nn(-c3ccccc3F)c(C)c12
  6	-2	6	-2.7	11	7	3	2	-2
Cc1ccc(S(=O)(=O)Cn2nnnc2C(CC(C)C)N2CCC(C(N)=O)CC2)cc1 (configuration not stated)
  2	-1	8	-0.6	3	0	0	-2	3
CCOc1ccc(NC(=O)CC(Cc2ccc(Cl)cc2)C(=O)O)cc1 (configuration not stated)
  -2	1	3	0.6	3	1	-5	-2	5
COC(OC)C1(C)C(C#N)=C(N)Oc2c1c(=O)oc1ccccc21 (configuration not stated)
  0	3	-3	-0.1	-1	6	-4	-3	3
CCC(C)c1ccc2oc(-c3ccc(NC(=O)c4ncn[nH]4)cc3)nc2c1 (configuration not stated)
  6	3	0	-4.0	1	0	-1	-14	-18
COC(=O)c1cc2c(s1)-c1cc(F)ccc1OC2
  3	-1	3	-0.9	3	4	4	-3	0
CCN1C(=O)c2cccc3c(NC(=O)c4ccc(S(=O)(=O)N5CCOCC5)cc4)ccc1c23
  -1	2	2	-6.5	3	2	-2	8	5
CCOC(=O)c1sc(NC(=O)CNCc2ccccn2)c(C(=O)OCC)c1C
  1	2	11	1.2	5	0	1	5	-1
COc1ccc(C2=NC(=O)NC2c2ccc(OC)cc2)cc1 (configuration not stated)
  -4	5	3	1.1	3	0	2	5	4
CCOc1ccc(C(C)NC(=O)Cc2ccccc2F)cc1OCC (configuration not stated)
  7	0	-8	1.6	-4	-5	2	2	-6
COc1cccc(Oc2ccc(OC)cc2C(=O)O)c1
  -5	2	4	-3.9	6	2	3	0	5
COc1ccc(Br)cc1/C=C/C(=O)NC(=S)Nc1ccc(CN2CCOCC2)cc1
  -2	35	-2	-2.4	2	7	-7	-17	-11
Cc1cc(C(=O)OCC(=O)NC2CCS(=O)(=O)C2)c2ccccc2n1 (configuration not stated)
  -1	3	-3	0.5	0	0	6	3	-3
COc1ccc(OC)c2c(C)cc(NCCN3CCOCC3)nc12
  2	47	6	-0.4	8	6	1	-2	-5
CCN(C(=O)Cn1nc(C)c([N+](=O)[O-])c1C)c1c(N)n(Cc2ccccc2)c(=O)[nH]c1=O
  1	4	1	1.7	-4	-2	5	1	-6
CC(C)CC(=O)Nc1cc2c3c(c1)C(C)C(=O)N3CCC2 (configuration not stated)
  0	6	5	-3.6	8	4	0	-2	3
O=[N+]([O-])c1ccccc1Sc1nccn1Cc1ccccc1
  4	1	-4	-0.9	-1	3	7	-1	1
CCSc1ccccc1C(=O)Nc1cc(OC)c(OC)c(OC)c1
  -5	22	17	-1.9	7	-1	0	-3	-6
Cc1occc1C(=O)N/N=C/c1ccc2c(c1)OCO2
  -3	40	-3	-0.8	-3	2	2	-3	-8
CN1CCN(Cc2c(O)ccc3cc(Br)ccc23)CC1
  1	1	9	1.1	8	-2	/	-1	-6
Cc1ccc(OCCNCC(O)COc2ccccc2)cc1 (configuration not stated)
  5	66*	0	0.3	0	1	6	2	-3
COC(=O)COc1ccc(S(=O)(=O)N2CCCCC2)cc1[N+](=O)[O-]
  3	-3	1	1.4	1	-1	2	-1	2
CCOc1ncccc1C(=O)OC(C)C(=O)Nc1ccc(N2CCOCC2)cc1 (configuration not stated)
  1	1	/	/	/	12	3	/	/
C[C@H]1CN=C(Nc2ccccc2)N1CCc1ccccc1
  0	-1	3	/	3	6	4	-1	3
O=C(NNC(=O)c1ccc2c(=O)n3c(nc2c1)CCC3)c1ccc(F)cc1
  6	60*	10	-0.7	1	1	-1	3	-4
CC(/C=C/c1ccccc1)=N\NC(=O)c1cc(C)[nH]n1
  -2	28	7	0.0	-2	-1	6	-2	3
O=C(c1cccc(S(=O)(=O)NCc2ccccc2)c1)N1CCN(c2ccc(F)cc2)CC1
  2	-1	4	/	4	12	8	/	11
CCc1nnc(NS(=O)(=O)c2ccc(N/C=C\C(=O)c3ccc(F)cc3)cc2)s1
  4	-3	-6	-1.2	-1	-11	0	4	-4
COc1ccc(CCC(=O)Nc2ccc(OC)c(S(=O)(=O)N3CCCCC3)c2)cc1
  1	1	-9	/	-4	2	-2	/	-2
COc1ccc(Nc2oc(-c3ccc(F)cc3)nc2C#N)cc1
  0	0	-4	2.4	-1	7	/	-2	-3
CC(=O)COc1cccc2ccc(/C=C/c3ccc(Br)s3)nc12
  4	72*	4	-7.4	4	3	-1	0	-1
Nc1c(-c2ccccc2)cnc2ncnn12
  -9	3	-3	-0.4	-4	-6	1	-1	8
CN(C)CCN(C)Cc1ccccc1Sc1cccc2ccccc12
  -9	2	-4	-1.3	3	4	5	-1	2
O=C(CCN1CCOCC1)NCc1ccccc1
  -1	-2	13	-2.4	5	-4	6	-1	3
O=C(NC1CCN(S(=O)(=O)c2ccc(F)cc2)CC1)c1ccco1
  0	-2	-7	0.0	0	-7	8	-1	-4
CCN(C(=O)CSc1ccc2ccccc2c1)C1CCS(=O)(=O)C1 (configuration not stated)
  -1	1	0	-0.4	6	11	8	2	2
O=C(Nc1ccccc1C(=O)NCCCN1CCOCC1)c1cccc([N+](=O)[O-])c1
  11	3	3	-1.9	0	-4	3	-5	-2
CCOC(=O)c1c(C)[nH]c(C(=O)NNC(=O)c2ccc(C(C)(C)C)cc2)c1C
  0	3	2	-0.8	-2	2	5	-1	1
COc1ccccc1CNC(=O)CCc1c(C)nc2cc(-c3ccccc3OC)nn2c1C
  2	6	-6	-2.5	-1	3	-2	-1	-2
COc1ccc(N=Cc2ccc(CNS(=O)(=O)c3ccc(Cl)cc3)o2)cc1
  6	0	-9	3.2	-2	9	19	-1	-4

# Next part
# Values in the order: GLD-1 RNA inh	AHR activator	MCL1 BIM primary	MEX-5 binding	BCLXL inh	pPAFAH FP inh	PAFAH1B2 inh	Fam108B inh	PME-1 primary
COC(=O)c1ccccc1N=Nc1c(C)n[nH]c1C
  1	2	-2	-0.2	-1	0	5	-3	0
C=CCNc1nc(N2CCOCC2)c(C#N)c2c1CN(C)CC2
  19	1	28	-1.0	24	3	-4	2	2
O=C(CN1CCCCCC1)Nc1ccc(F)c(F)c1
  0	0	5	0.6	9	1	0	0	2
Cc1cc(=O)[nH]c2ccc(S(=O)(=O)NC3CCCCC3)cc12
  -1	-2	6	-1.2	4	1	15	-3	7
Cc1cc(Cl)ccc1NC(=S)N1CCN(C(=O)C2CCCO2)CC1 (configuration not stated)
  1	-2	7	2.1	0	-1	0	-2	2
Cc1cccc(NC(=O)NNC(=O)c2cc3occc3[nH]2)c1C
  6	3	7	-0.6	5	11	4	-4	4
Cc1cccc(OCC(=O)Nc2cc(NC(=O)COc3cccc(C)c3C)cc(C(=O)O)c2)c1C
  -2	0	12	-3.3	8	3	-8	-13	-8
Cc1ccsc1C(=O)N/N=C/C=C/c1ccccc1[N+](=O)[O-]
  0	10	5	-0.6	-4	7	3	-2	3
O=C(CCCCCNC(=S)Nc1ccc(Cl)cc1)C[N+](=O)[O-]
  -5	1	-4	0.4	-1	6	11	-3	0
CCOC(=O)c1c(C)[nH]c(C(=O)COC(=O)C(C)N2C(=O)C3CCCCC3C2=O)c1C (configuration not stated)
  5	8	4	-0.1	0	10	0	5	-6
CCN(C(=O)c1ccc(Cl)c([N+](=O)[O-])c1)c1ccccc1
  3	2	5	2.1	5	4	7	0	5
c1ccc(-n2nnnc2-c2cccnc2)cc1
  2	36	-2	-0.8	1	-1	2	0	-4
O=C(COC(=O)c1cncc(Br)c1)NCc1cccs1
  11	1	/	/	/	9	1	/	/
O=C(COc1cc2oc(=O)c3c(c2cc1Cl)CCCC3)NCc1cccnc1
  -2	0	-5	-0.4	0	-1	4	2	-4
